Assay outcomes: PubChem BioAssay, National Center for Advancing Translational Sciences (NCATS)
aSyn yeast rescue = qHTS of alpha-syn Inhibitors: NCGC Sytravon Library Screen; Potency, µM (series often up to 46.1 µM), inactives show top-dose growth rescue (activation), hits mostly activators; S. cerevisiae alpha-synuclein toxicity rescue, BacTiter-Glo growth, 24 h; AID 1347070, 2019; 94,000 compounds, 0.02% hits; active = well fitted activation curve with a large enough effect; inconclusive = small, poorly fitted or top-dose-only effect; note: 0% is about no effect
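Growth restoration measured by BacTiter-Glo luminescence after 24 hr at 30 deg C; alpha-synuclein yeast, raffinose-pregrown to mid-log, were added at OD600=0.02 in galactose medium onto pinned compounds.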
* marks the source's active call; other numbers are inactive results; ? = inconclusive; & = joins results of further samples; [ ] = another dose, or the depositor's remark. Potency is the fitted concentration of half-maximal effect. This is a subset; count on the stated rates, not on these rows.

SMILES	aSyn yeast rescue
CC(=O)c1ccc(N2CCN(c3ccc(NC(=O)c4cccs4)cc3C(=O)O)CC2)cc1	3.9%
COc1ccccc1N1CCN(c2nc(-c3ccc(C)cc3)nc3ccccc23)CC1	-2.6%
CCOc1ccc(-n2c(Cc3cc(=O)[nH]c(=O)[nH]3)nnc2SCC(=O)NC2CCCC2)cc1	-49.2%[inhibitor]
CCS(=O)(=O)NCC(c1ccco1)N1CCN(c2ccc(F)cc2)CC1 (stereo not given)	-1.4%
CCC(=O)Nc1ccc2nc(SCCOc3cccc(C)c3)sc2c1	-11.2%
CN(C1CCCCC1)S(=O)(=O)c1ccc2c(c1)c(=O)c(C(=O)O)cn2C	-15.8%
Cc1ccc(S(=O)(=O)N2CCOC2CNC(=O)C(=O)NCCc2ccc(S(N)(=O)=O)cc2)cc1 (stereo not given)	-0.1%
CC(C)c1ccc(N(C(=O)c2ccco2)C(C(=O)NC2CCCC2)c2cccnc2)cc1 (stereo not given)	6.1%
COC(=O)[C@H]1C[C@H](OC(=O)NCc2ccccc2)[C@@]2(O)CN(S(=O)(=O)c3ccc(C)cc3)CC2[C@H]1C(=O)OC (stereo not given in full)	5.7%
COc1ccc(NS(=O)(=O)c2cc(Br)cc3c2N(C(=O)C2CC2)CC3)cc1OC	-2.3%
COc1cccc(Oc2nc(C)nc3c2oc2ccccc23)c1	6.8%
Cc1cc(NS(=O)(=O)c2ccc(NC(=O)COc3ccc(Br)cc3C)cc2)no1	-1.6%
CCOc1ccc(CNC(=O)CCS(=O)(=O)c2cc3c(cc2Cl)NC(=O)CO3)cc1OC	-3.0%
COc1ccccc1OCc1ccc(C(=O)N2CCCCC2)o1	-1.8%
CC(=O)C1=C(c2ccc(Br)cc2)N(C(C)=O)n2c(nnc2C2CCCCC2)S1	-6.8%
O=C(Nc1ccccc1C(=O)Nc1nncs1)c1ccccc1	6.3%
CC1CC(C)(C)NC(=S)N1CCC(=O)NCc1ccc(Cl)cc1 (stereo not given)	-0.8%
Cc1nnc(SCC2=C(C(=O)O)N3C(=O)C(NC(=O)COc4ccccc4)C3SC2)s1 (stereo not given)	-6.9%
COc1ccc(CC(=O)Nc2cc(-c3cn4cccnc4n3)ccc2C)cc1OC	-7.4%
CSc1sc(C#N)c2c1/C(=N\O)CCC2	-2.3%
CCOc1ccccc1NC(=O)C(CC(C)C)NS(=O)(=O)c1ccc2c(c1)CCN2C(C)=O (stereo not given)	3.5%
O=C(NC(=S)Nc1ncccn1)c1ccc(F)cc1	-2.7%
O=C(Cc1ccc(F)cc1)NC(Cc1c[nH]c2ccccc12)C(=O)O (stereo not given)	3.4%
O=C(Nc1ccc(-c2nc3cccnc3s2)cc1)c1ccc(Br)o1	4.7%
CCOC(=O)CSc1nc2ccccc2c(=O)n1-c1cccc(C)c1	2.4%
CCOCCn1c(CN2CCc3ccccc3C2)nc2c1c(=O)n(C)c(=O)n2C	-5.0%
O=C(Nc1cccc(-c2nc3cc(Cl)ccc3o2)c1)c1cc([N+](=O)[O-])ccc1N1CCOCC1	7.3%
CC(=O)Nc1ccc(NC(=O)C(Cc2ccccc2)NS(=O)(=O)c2ccc3c(c2)oc(=O)n3C)cc1 (stereo not given)	6.8%
COC(=O)c1c(N2C(=O)Nc3ccccc3N2O)sc2c1CCCC2	5.8%
Cc1cc(C)c2c(CC(=O)Nc3ccccc3C(F)(F)F)coc2c1	1.3%
Cc1cc2c(cc1S(=O)(=O)CCC(=O)N(C)C1CCCCC1)OCC(=O)N2	-2.2%&7.9%
O=C(Nc1ccc(Cl)c(-c2nc3cc(Cl)ccc3o2)c1)c1cc([N+](=O)[O-])ccc1N1CCOCC1	-1.9%
Cc1cc(Nc2ccccc2F)n2nc(Cc3ccc(Cl)cc3)nc2n1	0.4%
Cc1c(-c2nsc(NC(=O)c3cccs3)n2)nnn1-c1ccc(F)cc1	-5.5%
CCCCNC(=O)NNC(=O)COc1cccc(C)c1C	-1.7%
COc1ccc(F)cc1S(=O)(=O)NCCc1csc(-c2ccc(Cl)cc2)n1	?
COC(=O)c1c(NC(=O)COC(=O)CNC(=O)c2cccc(OC(F)F)c2)sc(C)c1C	0.9%
Cc1cc2cc(CNC(=O)c3cccc([N+](=O)[O-])c3)ccc2[nH]1	-7.8%
COc1cc2ccccc2cc1C(=O)Nc1cccc(-c2nc3ccccc3o2)c1	6.1%
COc1ccc(N(C(=O)c2ccc(OC)c(OC)c2)S(=O)(=O)c2ccc(Cl)cc2)cc1	-1.5%
O=c1c2sccc2n(Cc2cc(=O)n3cc(Cl)ccc3n2)c(=O)n1-c1ccccc1	4.2%
CC(=O)Nc1ccc(S(=O)(=O)NCCC(=O)NC2CCCCCC2)cc1	4.3%
C[C@@H](NC(=O)c1ncn2c1c(=O)[nH]c1ccc(Br)cc12)c1ccccc1	4.2%
CN(c1ccc(C(=O)Nc2ccc3c(c2)OCO3)cc1)S(C)(=O)=O	-19.5%
CC1=C(C(=O)N(C)C)CC(CC(=O)NC2CCCCC2)C(=O)N1CCCN1CCCC1=O (stereo not given)	0.9%
CC(C)(C)c1ccc(OCC(=O)N(c2ccccn2)C2CCCCC2)cc1	-17.8%
CC(=O)c1cccc(Nc2ncnc3c2cnn3-c2cccc(Cl)c2)c1	2.7%
CCOc1ccc(NC(=O)C2CCN(C(=O)N3CC(C)Oc4ccc(Cl)cc43)CC2)cc1 (stereo not given)	-2.9%
COc1cc(-c2nc3ccc(Cl)cn3c2Nc2ccc3c(c2)OCO3)ccc1O	-5.5%
CS(=O)(=O)c1ccc2nc(NC(=O)c3ccc(=O)[nH]c3)sc2c1	4.3%
COc1ccccc1CNC(=O)CN1N=C(c2ccccc2)CCC1=O	-4.1%
Cc1cc(C)c(NS(=O)(=O)c2ccccc2)c(C)n1	-4.9%
Cc1ccc(Nc2nnc(-c3ccc(C)c(S(=O)(=O)NCc4nc5ccccc5[nH]4)c3)c3ccccc23)cc1	2.0%
Cc1ccc(CNC(=O)c2sc3nc4n(c(=O)c3c2C)CCCC4)cc1	7.0%
N#CC1(NC(=O)CSc2nnc(C3CC3)n2N)CCCCC1	3.3%
COc1ccc(Br)cc1CC1C(=O)Nc2ccccc21 (stereo not given)	?
CC(C)NC(=O)CSc1cn(CC(=O)N2CCCCCC2)c2ccccc12	-5.9%
Cc1ccc(CNC(=O)C2CCCN(c3nc4ccccc4n4cccc34)C2)cc1 (stereo not given)	1.6%
CCOC(=O)c1ccc(NS(=O)(=O)c2cc(-c3onc(C)c3C)ccc2C)cc1	-7.6%
CCOc1ccc(CCNC(=O)Cn2ncc3c(=O)oc4ccc(C)cc4c32)cc1	2.1%
Other records.
SMILES	aSyn yeast rescue
CCC(=O)C1=C(c2cccc(OC)c2)N(C(=O)CC)n2c(nnc2C2CCCCC2)S1	6.2%
Cc1cc(O)c(N)c(C)c1Cl	-8.1%
Cc1nc(N2CCCC2)c2c(C(=O)Nc3ccc(C)c(Cl)c3)c(C)oc2n1	-2.2%
COC(=O)c1ccc(Cn2cc([N+](=O)[O-])cn2)cc1	-2.3%
CC(=O)N1Cc2ccccc2CC1C(=O)NCc1ccccc1F (stereo not given)	-6.6%
COc1ccc(N2CCN(Cc3nc4c(c(=O)n(C)c(=O)n4C)n3CCc3ccccc3)CC2)cc1	-9.6%
COc1ccc(-n2c(SC)nnc2-c2c[nH]c3ccccc23)cc1	-5.6%
CCN(C(=O)COC(=O)CNS(=O)(=O)c1ccc2ccccc2c1)C1CCCCC1	7.5%
CCOC(=O)c1cccc(NC(=O)c2cc3c(=O)n(Cc4cccnc4)ccc3nc2C)c1	-1.7%
Cc1ccc(N(C)C(=O)c2ccc(CNc3c(N4CCC(C)CC4)c(=O)c3=O)cc2)cc1	3.1%
Cc1ccc(NC(=O)c2cc(-c3cccs3)nc3ccccc23)c(C)c1	-4.0%
Fc1ccc(CSc2nnc(-c3ccncc3)o2)cc1	0.7%
CN(CC(=O)Nc1ccc(F)cc1)C(=O)CCc1ccccc1	9.8%
Cc1ccc(S(=O)(=O)N2CCN(C(=O)c3sccc3C)CC2)cc1	3.1%
COc1ccc(-c2cc(C(F)(F)F)n3nc(C(=O)Nc4ccccc4SC)cc3n2)cc1OC	4.8%
CC(=O)Nc1ccc(C)cc1-c1nc2ccccc2n(CC(=O)c2ccc(C)c(C)c2)c1=O	-9.2%
CCN1CCN(C(=O)c2cc3cc(Cl)ccc3[nH]2)CC1	8.0%
CCNS(=O)(=O)c1ccc(NC(=O)CSc2nc(-c3ccco3)cc(C(F)(F)F)n2)cc1	-9.8%
CC1CCCC(NC(=O)COC(=O)COc2ccccc2Cl)C1C (stereo not given)	4.2%
CC(=O)c1ccc(NC(=O)c2ccc3c(c2)N(Cc2cccc(Cl)c2)C(=O)c2ccccc2S3(=O)=O)cc1	8.0%
CCOC(=O)Cn1c(=O)oc2cc(S(=O)(=O)N3CCC(C(=O)OCC)CC3)ccc21	1.5%
CC(=O)NC(CC(=O)O)c1ccc([N+](=O)[O-])cc1 (stereo not given)	-5.1%
COc1ccc(S(=O)(=O)Nc2ccc3c(c2)C(=O)N([C@@H](C)CO)C[C@@H](C)[C@H](CN(C)C(=O)CCCN(C)C)OCCCC[C@H](C)O3)cc1	-0.8%
COc1ccc(-c2nc(CSCC(=O)N3CCN(C4CCCCC4)CC3)c(C)o2)cc1OC	-4.4%
CCOc1ccc(-c2csc(NC(=O)CSCC(=O)O)n2)c2ccccc12	9.5%
O=[N+]([O-])c1cccc(COc2ncnc3cc([N+](=O)[O-])ccc23)c1	14.3%
Cc1ccc(N(C)S(=O)(=O)c2cccc(C(=O)Nc3ccc(C)cn3)c2)cc1	-7.3%
Cc1ccc(SCC(=O)OCC(=O)Nc2ccc3[nH]c(=O)[nH]c3c2)cc1C	-9.5%
Cc1cccc(N(C)S(=O)(=O)c2cc3c(cc2Cl)NC(=O)CO3)c1	2.6%
COc1ccc(C)cc1N1CC(C(=O)OCc2nc(N)nc(Nc3ccccc3C)n2)CC1=O (stereo not given)	-33.6%[inhibitor]

Shown field by field: entries from further up
Cc1ccc(N(C)S(=O)(=O)c2cccc(C(=O)Nc3ccc(C)cn3)c2)cc1
  aSyn yeast rescue: -7.3%
Cc1ccc(SCC(=O)OCC(=O)Nc2ccc3[nH]c(=O)[nH]c3c2)cc1C
  aSyn yeast rescue: -9.5%
Cc1cccc(N(C)S(=O)(=O)c2cc3c(cc2Cl)NC(=O)CO3)c1
  aSyn yeast rescue: 2.6%
COc1ccc(C)cc1N1CC(C(=O)OCc2nc(N)nc(Nc3ccccc3C)n2)CC1=O (stereo not given)
  aSyn yeast rescue: -33.6%[inhibitor]

Returning to the listing, starting three compounds before the break.
SMILES	aSyn yeast rescue
Cc1ccc(SCC(=O)OCC(=O)Nc2ccc3[nH]c(=O)[nH]c3c2)cc1C	-9.5%
Cc1cccc(N(C)S(=O)(=O)c2cc3c(cc2Cl)NC(=O)CO3)c1	2.6%
COc1ccc(C)cc1N1CC(C(=O)OCc2nc(N)nc(Nc3ccccc3C)n2)CC1=O (stereo not given)	-33.6%[inhibitor]
Cc1ccc(C(=O)c2cn(Cc3ccccc3F)c3cc4c(cc3c2=O)OCCO4)cc1	-5.3%
Cc1ccc(-n2ncc3c(Nc4cccc(C(=O)O)c4)ncnc32)cc1	-6.4%
CC(C)(C)c1cc(C(=O)NN)n(Cc2ccc(Cl)cc2Cl)n1	11.7%
Cc1ccc(S(=O)(=O)N2CCc3cc(C(=O)Nc4ccc(C(F)(F)F)cc4)ccc32)cc1	1.2%
COc1ccc(N=C2SC(CC(=O)Nc3ccccc3)C(=O)N2Cc2ccco2)cc1 (stereo not given)	9.9%
CCCC1=Nc2cc(C(=O)NCCc3ccccc3)ccc2Sc2ccc(C)cc21	-4.8%
COc1ccc(NC(=O)Cn2c(SCc3cccc(Cl)c3)nc3ccncc32)c(OC)c1OC	2.3%
CCOC(=O)C1=C(C)NC(C)=C(C(=O)OCC)C1c1ccncc1	2.5%
O=C(CCc1ccc(O)cc1)NNC(=S)NCCc1ccccc1	-4.4%
COc1ccc(NC(=O)C2CCN(C(=O)c3ccco3)CC2)c(OC)c1	9.5%
O=C(COC(=O)c1ccccc1O)NNC(=O)c1ccc(Br)cc1	3.9%
CCc1ccc(NC(=O)CC2C(=O)N(c3cccc(C)c3)C(=O)N2C2CC2)cc1 (stereo not given)	7.4%
NS(=O)(=O)c1ccc(CCNC(=O)NC23CC4CC(CC(C4)C2)C3)cc1	-6.4%
COC(=O)c1sccc1NC(=S)Nc1cc(OC)ccc1OC	1.9%
CCCCOc1ccc(C2=NC(c3cccs3)=Nc3ccc(CC)cc3N2)cc1	-2.8%
O=C(OCC(=O)N1CCN(c2ccccc2)CC1)c1ccc(Cl)nc1	-2.3%
COc1ccc(S(=O)(=O)c2c(SC)nn(Cc3ccccc3C)c2NC(C)=O)cc1	-6.2%
CSc1cccc(NC(=S)N(CCN(C)C)C(C)c2ccccn2)c1 (stereo not given)	6.4%
O=C(Nc1ccccc1Br)C1CCCN(S(=O)(=O)c2cccc3nsnc23)C1 (stereo not given)	5.0%
CN(C(=O)c1cc(Cl)c2c(c1)OCCO2)c1c(N)n(Cc2ccccc2)c(=O)[nH]c1=O	-4.5%
OCCNCCSc1nc(C2CCCCC2)n(-c2ccccc2Cl)n1	1.9%
CNC(=O)Nc1cccc(-c2cc(-c3c(Cl)cccc3Cl)no2)c1	-52.3%[inhibitor]
COc1ccccc1N1CCN(c2ccc(=O)n(CC(=O)Nc3cc(F)ccc3C)n2)CC1	-4.4%

Retrieved by structure from the entries so far:
SMILES	aSyn yeast rescue
CNC(=O)Nc1cccc(-c2cc(-c3c(Cl)cccc3Cl)no2)c1	-52.3%[inhibitor]
COc1ccccc1N1CCN(c2ccc(=O)n(CC(=O)Nc3cc(F)ccc3C)n2)CC1	-4.4%
CSc1cccc(NC(=S)N(CCN(C)C)C(C)c2ccccn2)c1 (stereo not given)	6.4%
